Screening results: PubChem, National Center for Advancing Translational Sciences (NCATS)
Cycloheximide cs: counter-screen hit for Shiga toxin inhibitors, cycloheximide; cell reporter, cycloheximide protein synthesis inhibition counterscreen; max response, %; 300,000 compounds, 12% hits; in the data active means max response mostly above about 13%, no sharp cut-off; inactive means mostly below about 14%; further: read at 38.3 µM for the half of the compounds with a filed dose; 0% is about no effect
Shiga inhibitor: blocks Shiga toxin action in Vero cells. Vero cells, Shiga toxin protein synthesis inhibition reporter. inhibition, % at 38.7 µM. 290,000 compounds, 9.2% hits; in the data active means inhibition mostly above about 28%, no sharp cut-off; inactive means mostly below about 43%; further: 0% is about no effect
Sm TGR block: S. mansoni TGR enzyme inhibition | 360,000 compounds, 3% hits | purified TGR, DTNB reduction, TNB absorbance 405 nm | Q962Y6 | AID 485364 | Potency, µM (series often up to 114 µM), for the others: at the highest dose activity change, negative = inhibition, most hits filed as inhibitors; further: potency means the concentration at half of the fitted maximal effect; on the % scale 0 is the no-effect control and ±100 the full control effect; nearly all actives have a fitted effect of over 60% in size
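First, TGR (20 nM dispensed) and NADPH were mixed with compound. Second, a 15 min room-temperature incubation followed. Third, further NADPH and then DTNB were added to start the reaction. Finally, TNB absorbance was monitored kinetically.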
Pf growth 96h: inhibits malaria parasite growth, 96 h; AID 504834; Potency, µM (doses to about 28.7 µM), for the others: at the top dose activity change, negative = inhibition, hits mostly inhibitors; 320,000 compounds, 6.9% hits; P. falciparum luciferase reporter growth, 96 h; further: potency means the concentration at half of the fitted maximal effect; on the % scale 0 is the no-effect control and ±100 the full control effect
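P. falciparum expressing integrated firefly luciferase, in erythrocytes at 2% hematocrit, 0.05% parasitemia, incubated with compounds 96 h at 37 C, 5% CO2. Growth inhibition read as loss of luminescence; two-generation exposure targets delayed-death apicoplast inhibitors.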
Pf growth 48h: inhibits P. falciparum growth in the first generation, 48 h; Potency, µM (doses to about 28.7 µM), inactives show top-dose activity change, negative = inhibition, most hits filed as inhibitors; P. falciparum luciferase growth in erythrocytes, 48 h; 310,000 compounds, 5.9% hits; AID 504832; further: potency means the concentration at half of the fitted maximal effect; on the % scale 0 is the no-effect control and ±100 the full control effect
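Cell-based growth assay: transgenic P. falciparum expressing firefly luciferase, cultured in red cells within RPMI 1640 containing 0.5% w/v Albumax, 24 mM bicarbonate and gentamycin. A drop in luciferase activity indicates inhibition.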
FBPA Giardia inh: blocks Giardia fructose-bisphosphate aldolase activity; 290,000 compounds, 0.71% hits; Potency, µM (top dose mostly 59.6 µM), without a hit: top-dose activity, negative = inhibition, most hits filed as inhibitors; purified Giardia FBPA; A8B2U2; further: potency means the concentration at half of the fitted maximal effect; on the % scale 0 is the no-effect control and ±100 the full control effect; nearly all actives have a fitted effect of over 55% in size
Target sequence (A8B2U2 whole entry, looked up): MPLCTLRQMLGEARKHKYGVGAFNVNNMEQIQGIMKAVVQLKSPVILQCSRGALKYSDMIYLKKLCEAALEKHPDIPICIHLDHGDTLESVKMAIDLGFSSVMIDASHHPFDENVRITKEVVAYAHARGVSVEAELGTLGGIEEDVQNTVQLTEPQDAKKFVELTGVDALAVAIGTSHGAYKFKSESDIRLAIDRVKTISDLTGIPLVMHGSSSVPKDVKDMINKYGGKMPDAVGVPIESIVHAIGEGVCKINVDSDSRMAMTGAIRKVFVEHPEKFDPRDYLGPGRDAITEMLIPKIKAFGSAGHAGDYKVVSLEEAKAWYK
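40 nM FBPA preincubated 10 min at RT with compound (up to 57.5 uM final), then substrate plus GAPDH/TPI/NAD/arsenate coupling and diaphorase/resazurin added. Fluorescence read after 20 min at RT, 525/598 nm.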
* marks the source's active call; other numbers are inactive results; ? = inconclusive; · = no result given; & = joins results of further samples; [ ] = remark or other dose. Unless noted, the call rests on the fitted dose curve; in most records, active means well fitted curve in the direction sought with a large enough effect; inconclusive means small, poorly fitted or top-dose-only effect, or another doubt; inactive means no such curve, though single readings can be large; an effect the other way counts as inactive or inconclusive.

no.	smiles	Cycloheximide cs	Shiga inhibitor	Sm TGR block
1	CC(=O)n1cc([C@@H]2C=C(C(=O)Nc3ccccc3)O[C@H](OCc3ccc(CO)cc3)C2)c2ccccc21	13	15	7%
2	O=C(Nc1cc(S(=O)(=O)N2CCCC2)ccc1Cl)C1=COCCO1	-2	-6	2%
3	CCC(CC)NC(=O)CN1CCN(S(=O)(=O)c2cccs2)CC1	·	·	3%
4	CCNC(=S)N1CCN(C(c2ccccc2)c2ccccc2)CC1	3	9	-8%
5	C[C@@H](NC(=O)c1ncn(C)c1C(=O)N[C@H](C)c1ccccc1)c1ccccc1	·	·	-1%
6	CC(=O)N1CCN(c2ccc(NC(=O)C(C)Oc3ccc(Cl)cc3Cl)cc2)CC1 (stereo unspecified)	4	-10	7%
7	CCOc1ccccc1-c1nc(SCC(=O)O)n[nH]1	-4	-4	0%
8	Cn1c(NC(=O)C2CCCO2)cc(=O)n(C)c1=O (stereo unspecified)	-3	10	?

no.	Pf growth 96h	Pf growth 48h	FBPA Giardia inh
1	5.9µM*	?	-15%
2	?	·	1%
3	70%[activator]	36%[activator]	·
4	8.3µM*	13µM*	8%
5	?	?	·
6	?	·	-12%
7	15%	11%	10%
8	·	9%	-1%

Going on with the list.
no.	smiles	Cycloheximide cs	Shiga inhibitor	Sm TGR block
9	Cc1cccnc1-n1c(C)nc2ccccc2c1=O	0	3	0%
10	CCO[C@@H]1OC(C(=O)N2CCOCC2)=C[C@H](C2CC2)[C@H]1CCCO	-2	14	1%
11	COc1ccccc1C1/C(=C(/O)c2ccc(OC(C)C)cc2)C(=O)C(=O)N1c1cc(C)on1 (stereo unspecified)	-3	-23	-3%
12	CCOC(=O)c1sc(N)nc1C(C)C	-5	-17	12%
13	CC(=O)c1ccc(S(=O)(=O)N2CCN(c3nn(C)c(=O)n(C)c3=O)CC2)cc1	·	·	0%
14	COc1ccc(-c2ccc(NC(=O)c3ccc(Br)o3)cc2)nn1	·	·	-6%
15	C=CCN(CC=C)Cc1c(C)[nH]c2c(C)c(C)ccc2c1=O	2	-3	-16%
16	CSc1cccc(NC(=O)CSc2ccc(Cl)cc2)c1	9	-15	-10%

no.	Pf growth 96h	Pf growth 48h	FBPA Giardia inh
9	·	46%	11%
10	26%	35%[activator]	-2%
11	?	0%	30%
12	1%	-1%	2%
13	-19%	1%	·
14	99%[activator]	82%[activator]	·
15	30%	6%	0%
16	-9%	·	0%

The list continues:
no.	smiles	Cycloheximide cs	Shiga inhibitor	Sm TGR block
17	O=C(N/N=C1\CC2CC=CC12)c1ccc(COc2ccccc2)cc1 (stereo unspecified)	10	20	0%
18	Cc1cc(C)c(OCCN2CCCC2)c(Cl)c1	1	-5	-2%
19	CN(C(=O)COC(=O)CSc1cc(Cl)ccc1Cl)c1c(N)n(Cc2ccccc2)c(=O)[nH]c1=O	·	·	-2%
20	O=C(O)CC(C(=O)OCCOc1ccccc1)N1CCOCC1 (stereo unspecified)	-1	-11	-2%
21	Cc1cccc(/C=c2\s/c(=C\C(=O)C(C)(C)C)[nH]c2=O)c1	23*	41	-4%
22	O=C(CCNS(=O)(=O)c1cccs1)NCc1ccccc1	-1	-14	6%
23	CCCc1cc(C(=O)Cc2ccc(C(=O)OCC)o2)c(O)cc1O	-3	-12	-55%
24	CC(=O)c1cc2c(cc1NS(=O)(=O)c1ccc(C)cc1)OCCO2	-3	-13	-2%

no.	Pf growth 96h	Pf growth 48h	FBPA Giardia inh
17	?	-17%	-3%
18	-26%	16%	-15%
19	9%	-2%	·
20	66%[activator]	·	0%
21	2.1µM*	?	13%
22	·	10%	6%
23	12µM*	12µM*	-15%
24	11%	-5%	-18%

More results follow:
no.	smiles	Cycloheximide cs	Shiga inhibitor	Sm TGR block
25	ON=C1c2ccccc2-c2ccccc21	25*	23*	7%
26	O=c1onc(-c2cccnc2)n1-c1ccccc1F	-1	-8	2%
27	Cc1ccc(CCNC(=O)CS(=O)Cc2nc(-c3ccccc3Cl)oc2C)cc1 (stereo unspecified)	-2	-11	3%&-26%
28	Cc1cc(C)c2c(CC(=O)NC(C)C)coc2c1	5	7	-1%
29	O=C(COC(=O)Cc1ccccc1[N+](=O)[O-])NC1CCCC1	3	36	10%
30	N#Cc1ccc(CSc2nnc(NC(=O)c3ccc4ncsc4c3)s2)cc1	10	21	-1%
31	COc1ccc(-c2ccc(=O)n(CC(=O)NCc3ccco3)n2)cc1	3	9	-22%
32	COc1ccc(NC(=O)CC(C)=O)c(OC)c1	7	23	10%

no.	Pf growth 96h	Pf growth 48h	FBPA Giardia inh
25	49%[activator]	·	3%
26	13%	78%[activator]	-4%
27	?	32%[activator]	·
28	149%[activator]	0%	8%
29	1%	15%	3%
30	-25%	39%[activator]	11%
31	225%[activator]	17%	2%
32	?	-24%	-2%

Next compounds follow:
no.	smiles	Cycloheximide cs	Shiga inhibitor	Sm TGR block
33	COc1ccc(NC(=S)N2CCN(C(=O)c3ccccc3)CC2)cc1	0	29	6%
34	Cc1ccc(S(=O)(=O)/N=C(/Nc2cccc3ccccc23)c2ccc(F)cc2)cc1	3	-3	6%
35	COc1ccc(-c2cnnn2-c2ccc(NC(=O)c3ccco3)cc2)cc1OC	10	-17	-26%
36	Cc1ccc(C)c(NC(=O)CSc2nc3ccccc3nc2N2CCOCC2)c1	3	21	-8%&12%
37	CN(C)/C=N/NC(=O)c1ccccc1	4	31	10%
38	Cc1cc(C)nc(Nc2ccc(C)c([N+](=O)[O-])c2)n1	17*	54*	22%
39	CSc1ccc(S(=O)(=O)N(CC(=O)NN=C2CCN(C)CC2)c2ccc(C)cc2)cc1	1	-3	-4%
40	Cc1noc(C)c1COc1ccc(C(=O)OCC(=O)OC(C)(C)C)cc1	4	15	40%[activator]

no.	Pf growth 96h	Pf growth 48h	FBPA Giardia inh
33	14%[1.15 µM]	16%	4%
34	17%	19%	-6%
35	31%[activator]	?	2%
36	?	?	-12%
37	57%[activator]	?	-1%
38	43%[activator]	15%	-12%
39	?	-4%	7%
40	-24%	-9%	7%

(list continues)
no.	smiles	Cycloheximide cs	Shiga inhibitor	Sm TGR block
41	CCOC(=O)c1cc(C)sc1NC(=O)CSc1nccn1C	50*	111*	3%
42	O=C(Nc1ccc(Oc2cccnc2)cc1)c1ccc([N+](=O)[O-])cc1	9	-2	-3%
43	O=C(CCCn1cnc([N+](=O)[O-])n1)Nc1cccc(Cl)c1Cl	-3	-1	-17%
44	CC(Oc1ccc(Cl)cc1)C(=O)NCC1CCCO1 (stereo unspecified)	-4	-7	-2%
45	O=C(/C=C/c1ccccc1)NCC(=O)N/N=C\c1cccnc1	-1	-2	4%
46	COC(=O)c1ccc(CSc2nnc(CNC(=O)c3cccs3)o2)o1	-2	-25	-28%
47	Cc1nn(CC(=O)NCCc2ccc(Cl)cc2)c(C)c1[N+](=O)[O-]	-2	25	14%
48	O=C(COC(=O)CSc1cc(Cl)ccc1Cl)NCc1ccc2c(c1)OCO2	-4	-7	-3%

no.	Pf growth 96h	Pf growth 48h	FBPA Giardia inh
41	20%	-3%	·
42	-2%	?	-1%
43	?	11%	-4%
44	-1%	14%	-1%
45	0%	11%	6%
46	51%[activator]	6%	4%
47	?	-21%	5%
48	?	6%	2%

Additional results follow:
no.	smiles	Cycloheximide cs	Shiga inhibitor	Sm TGR block
49	Cn1cnc(C(=O)N2CCN(C(=O)OC(C)(C)C)CC2)c1C(=O)N1CCN(C(=O)OC(C)(C)C)CC1	·	·	22µM*
50	CCOC(=O)CSc1ncc(OC)c(Sc2ccc(OC)cc2)n1	-1	-1	11%
51	O=C(CNC(=O)c1ccco1)NCC(=O)OCc1ccc(F)cc1	-2	12	1%
52	O=C(Nc1ccc(Br)cn1)c1ccc2ccccc2c1	29*	·	-16%
53	CCC[C@@H]1CC(C(=O)NC(C2O[C@H](SC)C(OP(=O)(O)O)[C@H](O)[C@H]2O)[C@H](C)Cl)N(C)C1 (stereo partly specified)	-3	-9	·
54	Cn1c(=O)c2c(ncn2CCCNC2=CC(C)(C)CC(=O)C2)n(C)c1=O	-2	9	1%
55	CCCCc1ccc(NS(=O)(=O)c2c(C)n(C)c(=O)n(C)c2=O)cc1	-1	6	30%
56	NC(=O)CC(NC(=O)Cc1ccc(Br)cc1)c1ccc(NCC2CC2)c([N+](=O)[O-])c1 (stereo unspecified)	-8	-3	2%

no.	Pf growth 96h	Pf growth 48h	FBPA Giardia inh
49	20%	44%[activator]	·
50	1%	38%[activator]	-15%
51	3.3µM*	5%	-4%
52	-12%	191%[activator]	3%
53	·	·	4%
54	·	8%	8%
55	68%[activator]	-9%	9%
56	36%	-23%	2%

Continuation:
no.	smiles	Cycloheximide cs	Shiga inhibitor	Sm TGR block
57	CN(C)c1cc(=O)n2c(n1)SCCC2	-1	-20	-32%
58	CCC1CCc2sc(C(=O)NCC(c3ccccc3OC)N3CCCC3)cc2C1 (stereo unspecified)	·	·	-6%
59	COc1ccc2[nH]c(C(=O)N3CCCN(Cc4ccc(F)cc4)CC3)cc2c1	2	8	-2%
60	O=C(COc1cc(Cl)ccc1Cl)Nc1nnc(CC(=O)N2CCOCC2)s1	-2	-10	4%
61	NNC(=O)c1cccn(Cc2ccc(Cl)cc2Cl)c1=O	-3	-12	2%
62	COc1ccc(CCNC(=O)c2nnn(CC(=O)Nc3cccc(F)c3)c2N)cc1OC	-2	-4	-34%
63	O=S(=O)(NCCOCC(F)(F)C(F)F)c1ccc2oc3ccccc3c2c1	-2	-6	15%
64	Cc1ccc(C)c(OCCCC(=O)Nc2ccc(N3CCOCC3)cc2)c1	-1	8	-11%

no.	Pf growth 96h	Pf growth 48h	FBPA Giardia inh
57	23%	58%[activator]	0%
58	9.3µM*	10µM*	·
59	43%[activator]	49%[activator]	-5%
60	21%	0%	-5%
61	?	0%[0.00184 µM]	9%
62	2%	11%	3%
63	?	17%	-4%
64	·	-6%	17%

Later entries
no.	smiles	Cycloheximide cs	Shiga inhibitor	Sm TGR block
65	Nc1ccc(Nc2nc(-c3cc4ccccc4oc3=O)cs2)cc1	43*	116*	1%[57.1 µM]
66	Cc1nc(NCCNC(=O)c2ccco2)c2c(C)c(C)sc2n1	7	5	0%
67	CCOC(=O)NN=C1CN(S(=O)(=O)c2ccc(C)cc2)C1	-4	-3	-11%
68	COc1ccccc1CC(=O)N1CCC(CCC(=O)NC2CC2)CC1	-2	7	-1%

no.	Pf growth 96h	Pf growth 48h	FBPA Giardia inh
65	?	71%[activator]	-4%
66	1%	-18%	-5%
67	-17%	-2%	-4%
68	226%[activator]	?	·

Record cards, as listed above. Values in the order: Cycloheximide cs, Shiga inhibitor, Sm TGR block, Pf growth 96h, Pf growth 48h, FBPA Giardia inh
Nc1ccc(Nc2nc(-c3cc4ccccc4oc3=O)cs2)cc1 across the screens: 43*, 116*, 1%[57.1 µM], ?, 71%[activator], -4%
CCOC(=O)NN=C1CN(S(=O)(=O)c2ccc(C)cc2)C1 across the screens: -4, -3, -11%, -17%, -2%, -4%
COc1ccccc1CC(=O)N1CCC(CCC(=O)NC2CC2)CC1 across the screens: -2, 7, -1%, 226%[activator], ?, ·
Cc1nc(NCCNC(=O)c2ccco2)c2c(C)c(C)sc2n1 across the screens: 7, 5, 0%, 1%, -18%, -5%
